Source: PubChem (several laboratories)
PP1 counter: PP1-alpha (human) inhibition in PP5 counter-screen. P62136. purified PP1alpha, OMFP fluorescence. inhibition, % at 6.7 µM. hit rate 0.9% among 320,000. AID 2235;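 active means inhibition above the mean inhibition of all tested compounds plus 3 SD, computed separately for each screening campaign, cut at about 15% in these data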
Target sequence (P62136 whole entry, looked up): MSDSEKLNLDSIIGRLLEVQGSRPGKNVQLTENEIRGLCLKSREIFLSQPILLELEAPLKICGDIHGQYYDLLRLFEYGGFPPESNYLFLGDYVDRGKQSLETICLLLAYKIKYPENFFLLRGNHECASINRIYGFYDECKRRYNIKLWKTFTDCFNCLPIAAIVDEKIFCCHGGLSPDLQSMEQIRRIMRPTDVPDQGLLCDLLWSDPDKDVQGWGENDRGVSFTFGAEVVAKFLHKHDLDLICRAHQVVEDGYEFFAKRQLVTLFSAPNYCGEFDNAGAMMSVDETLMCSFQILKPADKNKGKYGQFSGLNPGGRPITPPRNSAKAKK
HCV core dimer: blocks dimerization of HCV core protein; TR-FRET GST/Flag-core106 dimerization, 1536-well; inhibition, % at 5 µM; hit rate 0.33% among 300,000;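 active means inhibition above the mean of all tested compounds plus 3 SD, set per screening campaign, cut at about 45% in these data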
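test system = GST/Flag-tagged HCV core106 proteins | probe or stimulus = Eu donor and XL665 acceptor anti-tag antibodies | times = compound-protein-antibody incubation 4 h at 22.5 °C | signal = TR-FRET, excitation 340 nm, emission 617 and 671 nm | measure = percent inhibition of core106 dimerization signal | controls = wells lacking GST-core106 and wells with excess unlabelled core106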
PP5 primary: PP5 (human) phosphatase inhibition; purified PP5c, OMFP substrate fluorescence; AID 1987; hit rate 0.18% among 320,000; inhibition, % at 6.7 µM;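 active means inhibition above the campaign's mean inhibition across all tested compounds plus 3 SD, cut at about 9.5% in these data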;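 further: 0% = DMSO only and 100% = 100 µM cantharidin control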
Target sequence (P53041 whole entry, looked up): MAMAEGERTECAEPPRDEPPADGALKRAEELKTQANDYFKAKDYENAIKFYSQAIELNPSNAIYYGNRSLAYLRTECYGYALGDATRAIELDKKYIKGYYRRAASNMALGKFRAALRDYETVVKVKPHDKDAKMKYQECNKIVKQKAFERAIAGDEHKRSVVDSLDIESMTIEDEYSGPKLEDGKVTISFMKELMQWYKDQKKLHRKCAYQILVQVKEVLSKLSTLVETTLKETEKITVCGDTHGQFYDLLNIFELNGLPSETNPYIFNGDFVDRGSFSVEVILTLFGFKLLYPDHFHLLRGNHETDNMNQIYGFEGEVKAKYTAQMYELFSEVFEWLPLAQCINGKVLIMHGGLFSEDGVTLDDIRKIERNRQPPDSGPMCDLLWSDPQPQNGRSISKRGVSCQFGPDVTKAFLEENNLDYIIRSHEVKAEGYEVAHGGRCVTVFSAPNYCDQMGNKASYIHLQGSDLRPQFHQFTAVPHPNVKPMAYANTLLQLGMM
Fh CTSL1 inh: blocks F. hepatica cathepsin L1 in PFM18AAP counter-screen. inhibition, % at 5.96 µM. recombinant F. hepatica cathepsin L1, Z-Leu-Arg-MCA fluorescence. hit rate 0.49% among 300,000;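 active means inhibition above the mean of all tested compounds plus 3 SD, set per screening campaign, cut at about 17% in these data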;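 further: 0% = plate median of test compound wells and 100% = 1 µM Z-Phe-Ala-diazomethylketone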
EBNA-1 inhibitor: blocks EBNA-1 binding to DNA; EBNA-1 DNA binding, fluorescence polarization; inhibition, % at 14.8 µM; hit rate 0.34% among 300,000; AID 1950; in the data active means inhibition above about 28%
Efflux pump inh: blocks antifungal efflux pumps in multiplex yeast assay; hit rate 0.44% among 330,000; AID 485275; S. cerevisiae Candida pump triplex, Nile Red efflux; inhibition, % at 10 µM;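 active means plate passing quality check with inhibition over a set limit, or well fluorescence over plate mean plus 4 SD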;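 further: Nile Red retained in pooled yeast measured as flow cytometry median fluorescence; 0% = buffer negative control and 100% = Enniatin B positive control; higher means more Nile Red kept so more efflux inhibition; some compounds called inactive have numbers as strong as hits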
PREPL inhibitor: human PREPL enzyme inhibition. inhibition, % at 5.96 µM. hit rate 0.68% among 320,000. AID 2751. recombinant PREPL, fluorescence polarization activity-based probe; in the data active means inhibition above about 43%;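 further: 0% = enzyme with DMSO and 100% = wells lacking enzyme; many of its hits are not listed in these tables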
ZTA DNA inh: counter-screen for EBNA-1 inhibitors: inhibitors of Epstein-Barr virus ZTA | P03206 | ZTA-DNA binding, fluorescence polarization | inhibition, % at 11 µM | hit rate 0.15% among 320,000; in the data active means inhibition above about 33%
TPT1 inhibitor: blocks Candida albicans tRNA 2'-phosphotransferase. hit rate 0.81% among 300,000. recombinant caTPT1, FP RNA substrate dephosphorylation. inhibition, % at 5 µM;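 active means inhibition above the mean of all tested compounds plus 3 SD, set per screening campaign, cut at about 24% in these data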;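 further: plate controls were DMSO alone for no effect and ferristatin control at 100 nM for full effect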
* hit, by the source's call; nt = not tested or not shown. This is a subset; rates above refer to the full screens.

SMILES | PP1 counter | HCV core dimer | PP5 primary | Fh CTSL1 inh | EBNA-1 inhibitor | Efflux pump inh | PREPL inhibitor | ZTA DNA inh | TPT1 inhibitor
CC(C)COP(=O)(OCC(C)C)C(Nc1ccccc1)c1ccc2c(c1)OCO2 (centres undefined) | 3 | 7 | 4.8 | 4 | 1 | -0.1 | -2 | 2 | -1
CCN(CC)CCCNC(=O)c1cc2c(=O)n(CC)c3ccccc3c2s1 | 1 | 2 | 0.8 | 3 | 13 | -0.1 | -13 | -17 | -3
CCc1cc2c(=O)c(-c3nc4ccccc4n3C)coc2c(CN2CCOCC2)c1O | -1 | 6 | -0.8 | 0 | -7 | 0.0 | -2 | 3 | -1
O=C(NCc1ccc(F)cc1)C1(c2cccs2)CCOCC1 | -3 | -2 | 2.6 | -3 | -4 | -0.1 | -3 | 3 | -3
CCCCNC(=O)Nc1nnc(SCC(=O)OCC)s1 | -2 | -7 | 1.3 | -4 | -6 | 0.0 | 0 | -12 | -2
O=C(O)c1ccc(CSc2nc3ccccc3[nH]2)cc1 | -4 | -4 | 0.1 | -3 | -3 | -0.1 | 4 | -3 | -2
CCOC(=O)c1cnc2c(C)cccc2c1NCc1ccco1 | 0 | 1 | 4.6 | 1 | -6 | 0.1 | 4 | -11 | 0
O=C(Cn1ncc2ccccc21)N1CCN(c2cccc(C(F)(F)F)c2)CC1 | 1 | 7 | 2.7 | 1 | 7 | 0.2 | -1 | 7 | 1
O=C(OC(C(=O)NCc1cccs1)c1ccc(F)cc1)c1ccco1 (centres undefined) | -1 | -2 | 0.3 | -40 | 2 | 0.2 | -1 | 5 | -2
CC(C)c1ccc(S(=O)(=O)N2CCN(CC(=O)Nc3ccc(Cl)cc3F)CC2)cc1 | 6 | nt | 6.3 | nt | nt | -0.1 | -6 | -4 | nt
COc1cccc(N(C(=O)c2ccn[nH]2)C2(C(=O)Nc3c(C)cccc3C)CCCCC2)c1 | -2 | 2 | -1.3 | -2 | 6 | 0.1 | 5 | 6 | -4
COc1ccccc1OCCNC(=O)Cc1ccc(Cl)c(Cl)c1 | -1 | -3 | 0.6 | 10 | -11 | -0.3 | -5 | -4 | 1
COC(=O)N(C)CCCC1(C)C(=O)N(C)c2ccc(O)cc21 (centres undefined) | -2 | -1 | 0.4 | -3 | -2 | -0.1 | 2 | 9 | -3
CCn1c(SCC(=O)Nc2ccccc2-c2ccccc2)nnc1-c1ccoc1C | 8 | 0 | 1.1 | 3 | -2 | 0.1 | 13 | -7 | -1
Cc1ccc(Cl)c(NC(=O)CN2CCNC(=O)C2)c1Cl | -7 | -5 | 0.5 | -3 | -3 | 0.4 | -2 | 9 | 0
O=C(O)CCNS(=O)(=O)c1ccccc1Br | -5 | -5 | 0.8 | -5 | -15 | 0.1 | -2 | -2 | 0
C#CCOCCOCCOCCNc1nc(N2CCN(C(=O)CCCCCCCCCCNC(=O)Cn3cc(C[C@@H](C)O)nn3)CC2)nc(N2CCN(C(=O)CCCCCCCCCCNC(=O)[C@H](CCCCN)n3cc(CCCC(=O)O)nn3)CC2)n1 | -1 | -7 | 2.5 | -2 | 3 | 0.3 | 18 | -2 | 4
O=C(O)/C=C/C(=O)c1ccc2c(c1)NC(=O)CO2 | -1 | -12 | -7.3 | 6 | -7 | 0.0 | 14 | -1 | -5
COC(=O)c1ccc(NC(=O)COC(=O)c2cccc3c(=O)c(C)c(-c4ccccc4)oc23)cc1 | -3 | 17 | 4.3 | 0 | 0 | -0.1 | -3 | 6 | 2
COc1ccc(C(=O)NCc2ccc(-n3cccc3)cc2)cc1OC | -1 | 0 | 2.6 | 1 | 0 | 0.1 | 10 | -13 | -1
COc1ccc(N2CCN(C(=O)c3ccc4c(c3)NC(=O)C(CSCc3ccc(C)cc3)N4)CC2)cc1 (centres undefined) | 19* | 64* | -0.3 | 10 | 1 | 0.1 | 29 | 13 | 92*
CCCc1cc(=O)[nH]c2nnc(SCC(=O)Nc3ccc(NC(C)=O)cc3)n12 | -2 | -3 | 0.4 | 10 | -2 | -0.1 | 4 | -11 | -2
CSc1nc(NCC(C)C)nc(N2CCOCC2)n1 | -3 | -1 | -2.5 | 0 | 13 | -0.1 | -1 | 12 | 1
CN1CCC(N(C)C(=O)Cc2ccccc2[N+](=O)[O-])CC1 | -1 | -2 | 1.3 | -7 | 3 | -0.1 | 1 | 8 | -5
Cn1ncc(Cl)c1C(=O)Nc1cc(C(F)(F)F)ccc1F | 2 | -5 | 1.1 | -1 | 0 | 0.0 | -7 | -10 | 3
Cc1ccc(S(=O)(=O)c2nc(NC3CCS(=O)(=O)C3)sc2Cl)cc1 (centres undefined) | 1 | 1 | -0.2 | -2 | -5 | -0.1 | 8 | 6 | -2
CC1CCN(c2c(NCC3CCC(C(=O)NCCCc4ccccc4)CC3)c(=O)c2=O)CC1 (centres undefined) | -3 | -1 | -2.1 | 3 | 0 | 0.2 | 15 | -13 | -3
Cc1ccc(NC(=O)C2Oc3ccccc3OC2C)cc1 (centres undefined) | -4 | 11 | 1.9 | 1 | 4 | -0.1 | -5 | -6 | 1
CC(C)CCNC(=O)Cn1c(NCCC(C)C)nc2c1c(=O)n(C)c(=O)n2C | 0 | -3 | 2.1 | -4 | 6 | 0.2 | -1 | -2 | -3
COc1ccc(NC(=O)CSc2nnc(-c3ccoc3C)n2CC2CCCO2)cc1 (centres undefined) | -4 | 3 | 2.5 | -2 | -8 | 0.1 | 6 | 8 | -3
Cc1ccc(-c2[nH]c3ccccc3c2SCCN)cc1 | 4 | -16 | 0.5 | -3 | -4 | 0.2 | 57* | -5 | 1
COc1ccc(-c2nnc(SCC(=O)NCc3ccco3)o2)cc1 | -1 | 4 | -2.2 | 1 | -2 | -0.1 | -2 | 12 | -1
CCN(Cc1ccccc1)C(=O)CCS(=O)(=O)c1ccc2c(c1)oc(=O)n2C | 1 | -11 | 0.0 | 4 | 7 | 0.9 | 24 | -10 | -4
CN(C)c1nnnn1Cc1ccccc1 | 6 | -6 | -5.8 | -3 | -8 | -0.1 | -2 | -38 | -3
O=C(O)c1ccccc1N=Cc1c(O)n(-c2nccs2)c(=O)c2ccccc12 | -2 | 3 | -2.3 | 4 | -1 | -0.1 | -5 | 4 | 4
CCOC(=O)c1sc(NC(=O)CC(C)c2ccccc2)nc1C (centres undefined) | 1 | -7 | 5.4 | 6 | -13 | -0.1 | 5 | -15 | -3

Individual results from above:
COc1ccc(-c2nnc(SCC(=O)NCc3ccco3)o2)cc1 @ PREPL inhibitor: -2
CCN(Cc1ccccc1)C(=O)CCS(=O)(=O)c1ccc2c(c1)oc(=O)n2C @ Efflux pump inh: 0.9
O=C(O)c1ccccc1N=Cc1c(O)n(-c2nccs2)c(=O)c2ccccc12 @ EBNA-1 inhibitor: -1
Cc1ccc(-c2[nH]c3ccccc3c2SCCN)cc1 @ TPT1 inhibitor: 1

New compounds follow
SMILES | PP1 counter | HCV core dimer | PP5 primary | Fh CTSL1 inh | EBNA-1 inhibitor | Efflux pump inh | PREPL inhibitor | ZTA DNA inh | TPT1 inhibitor
Cc1cccc(OCC(=O)NCCNC(=O)c2ccco2)c1 | -3 | -6 | 3.1 | 3 | 13 | -0.1 | 1 | 13 | 0
Cn1c(=O)c2c(n(C)c1=O)=NC1(CCCCC1)ON=2 | 1 | -5 | 0.9 | 2 | 11 | 0.1 | 7 | 1 | 0
N#C/C(=C\c1ccccn1)c1ccccn1 | -3 | -5 | -0.1 | 1 | 3 | -0.2 | 12 | 0 | 2
O=C(Cn1nnc2ccccc21)OCc1ccccc1 | 2 | 1 | -2.4 | -4 | -1 | 0.0 | -7 | 6 | -1
COc1ccc(OCC(=O)N/N=C/C(C)=C/c2ccco2)c(Br)c1 | 17* | 3 | -4.8 | -3 | -8 | 0.4 | -13 | -1 | 4
N[C@@H](Cc1ccccc1)C(=O)N1CCC(C(=O)N[C@@H](Cc2c[nH]c3ccccc23)C(=O)O)CC1 | 2 | -3 | 0.6 | 0 | -1 | -0.1 | 1 | -3 | -2
Cc1ccc(OCCn2c(C)c(/C=N/n3cnnc3)c3ccccc32)cc1 | 1 | -4 | 0.7 | 2 | 2 | 0.1 | 19 | -11 | 0
CC(C)NC(=O)CSc1ncccc1-c1nc2ccccc2[nH]1 | -2 | -6 | -0.3 | 2 | -4 | 0.0 | 8 | -3 | 1
CCn1cc(C(=O)Nc2ccc(OC)c(S(=O)(=O)N3CCCCC3)c2)c(=O)c2ccc(C)nc21 | -1 | -3 | -1.5 | 1 | -2 | 0.2 | 10 | -2 | -5
CC(C)(O)C#Cc1ccc(CN2CCCC(CNC(=O)c3ccco3)C2)cc1 (centres undefined) | 1 | 2 | 3.2 | 0 | -7 | 0.0 | -5 | -5 | -1
CCOc1ccc(NC(=O)Nc2cc(OCC(F)(F)F)cc(OCC(F)(F)F)c2)cc1 | -1 | 20 | -1.6 | 2 | 9 | -0.2 | 0 | -7 | 2
O=C(OCC(=O)N1CCCC1)c1c(Cl)cccc1Cl | -2 | -3 | 0.4 | 1 | 1 | 0.2 | 3 | 4 | 1

Entries shown so far that contain bromine, in the order listed:
SMILES | PP1 counter | HCV core dimer | PP5 primary | Fh CTSL1 inh | EBNA-1 inhibitor | Efflux pump inh | PREPL inhibitor | ZTA DNA inh | TPT1 inhibitor
O=C(O)CCNS(=O)(=O)c1ccccc1Br | -5 | -5 | 0.8 | -5 | -15 | 0.1 | -2 | -2 | 0
COc1ccc(OCC(=O)N/N=C/C(C)=C/c2ccco2)c(Br)c1 | 17* | 3 | -4.8 | -3 | -8 | 0.4 | -13 | -1 | 4

Some entries already given, showing only PP5 primary:
canonical_smiles | PP5 primary
COc1ccc(OCC(=O)N/N=C/C(C)=C/c2ccco2)c(Br)c1 | -4.8
CCOc1ccc(NC(=O)Nc2cc(OCC(F)(F)F)cc(OCC(F)(F)F)c2)cc1 | -1.6

Remaining list, next part:
SMILES | PP1 counter | HCV core dimer | PP5 primary | Fh CTSL1 inh | EBNA-1 inhibitor | Efflux pump inh | PREPL inhibitor | ZTA DNA inh | TPT1 inhibitor
O=C(Nc1nccs1)C1(S(=O)(=O)c2ccc(Cl)cc2)CC1 | -1 | 0 | 0.1 | -1 | 3 | 0.0 | -2 | 5 | -2
CCn1c(Cc2ccccc2)nnc1SCC(=O)Nc1nc(C)c(C)s1 | 1 | -5 | 0.9 | 1 | -4 | -0.2 | 7 | -10 | -4
Cc1ccc(S(=O)(=O)Nc2ccc3[nH]c(=O)[nH]c3c2)c(C)c1 | -1 | 3 | 0.1 | -9 | -16 | 1.8 | -1 | -13 | -5
O=C(CSc1ccccc1)NCCCN1CCOCC1 | -4 | 2 | 0.0 | -3 | -1 | 0.0 | 10 | 4 | -2
O=C(Nc1cccc(S(=O)(=O)NC2=NCCCCC2)c1)c1cc(-c2ccccc2Cl)nc2ccccc12 | 8 | 9 | 4.2 | 1 | 13 | 0.1 | 6 | 9 | 1
